# SIAE inh: blocks human sialic acid acetylesterase. Q9HAT2. SIAE FP-Rh probe binding, fluorescence polarization. inhibition, % at 9.66 µM. hit rate 0.69% among 370,000;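 active means inhibition above a cutoff: mean of compounds within the control limits plus 3 SD of those, cut at about 17% in these data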;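 further: 0% = plate median of compound wells and 100% = probe without SIAE protein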
# PRMT1 FP inh: inhibitors of human PRMT1. Q99873. recombinant PRMT1, activity-based probe fluorescence polarization. inhibition, % at 2.79 µM. hit rate 1.3% among 370,000;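 active means inhibition above about 21% made by adding two undisclosed values, limit read from the data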
# NR1D1 modulator: modulates human Rev-erb alpha binding to DNA; activity, % at 10 µM; Rev-erbα–FITC-DNA binding, fluorescence polarization, 90 min; AID 1259318; hit rate 0.79% among 370,000; P20393;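 active means activity above about 14%, limit read from the data; passing the limit was not always enough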;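 further: 0% = DMSO wells with 35 nM protein and 100% = DMSO wells with 750 nM protein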
# rCAG binder: binds r(CAG) RNA repeats | r(CAG) RNA repeat, TO-PRO-1 dye displacement fluorescence | inhibition, % at 3 µM | hit rate 1.3% among 370,000 | AID 651821;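 active means inhibition above the plate cutoff, the mean of all test compounds on that plate plus 3 SD, cut at about 35% in these data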;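 further: 0% = DMSO alone and 100% = 100 µM mitoxantrone as full dye displacement; higher means more dye released from RNA so lower well fluorescence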
# TDP2 inh: blocks human TDP2 phosphodiesterase activity | O95551 | hit rate 0.34% among 370,000 | recombinant TDP2, T5PNP hydrolysis, p-nitrophenol absorbance 415 nm | inhibition, % at 12.8 µM;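 active means inhibition above the mean of all tested compounds plus 3 SD, set per campaign, cut at about 25% in these data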;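 further: 0% = DMSO with enzyme and 100% = buffer with substrate but no TDP2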
#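 Test system: human TDP2 enzyme; Input: 120 nM TDP2 per well; Buffer or medium: Mg2+-containing Tris-HCl buffer, pH 7.5; Reagent: 5 mM T5PNP; Dosing: 12.8 µM single point, 1% DMSO; Incubation: reaction 2 h, 37 °C; Detection: p-Nitrophenol epi absorbance; Read-out: % inhibition relative to enzyme-containing and enzyme-free wells; Replicates: single well per compound.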
# ABHD4 inh: ABHD4 (mouse) inhibition, primary FP screen; Q8VD66; purified mABHD4, FP-Rh probe fluorescence polarization; inhibition, % at 8.92 µM; hit rate 0.54% among 370,000; AID 720543;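 active means inhibition exceeding the mean over every tested compound plus 3 SD, cut at about 30% in these data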;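 further: 0% = plate median of compound wells and 100% = S159A mutant with DMSO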
# Target sequence (Q8VD66 whole entry, looked up): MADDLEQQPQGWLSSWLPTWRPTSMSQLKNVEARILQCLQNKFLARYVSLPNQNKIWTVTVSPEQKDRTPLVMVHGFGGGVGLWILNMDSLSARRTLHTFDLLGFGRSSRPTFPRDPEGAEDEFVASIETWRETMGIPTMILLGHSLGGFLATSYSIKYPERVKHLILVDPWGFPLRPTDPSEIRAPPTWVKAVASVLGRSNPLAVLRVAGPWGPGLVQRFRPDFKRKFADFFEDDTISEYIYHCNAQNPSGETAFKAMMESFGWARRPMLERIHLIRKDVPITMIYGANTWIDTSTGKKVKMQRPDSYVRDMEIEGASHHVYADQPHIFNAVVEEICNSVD
#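 Test system: mABHD4 protein; Read-out basis: % inhibition; Incubation: 45 min + 60 min at 25 °C; Repeats: single replicate; Technique: fluorescence polarization with parallel and perpendicular emission, 525/598 nm; Compound: 8.92 µM, single dose; Benchmarks: full inhibition S159A mutant plus DMSO, zero as sample-well median.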
# HTRA1 inh: blocks human HTRA1 serine peptidase | recombinant HTRA1, FP-rhodamine activity-based probe, fluorescence polarization | inhibition, % at 5.96 µM | AID 504803 | Q92743 | hit rate 0.5% among 340,000; in the data active means inhibition above about 36%;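 further: 0% = enzyme with DMSO and 100% = wells lacking enzyme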
# Target sequence (Q92743 whole entry, looked up): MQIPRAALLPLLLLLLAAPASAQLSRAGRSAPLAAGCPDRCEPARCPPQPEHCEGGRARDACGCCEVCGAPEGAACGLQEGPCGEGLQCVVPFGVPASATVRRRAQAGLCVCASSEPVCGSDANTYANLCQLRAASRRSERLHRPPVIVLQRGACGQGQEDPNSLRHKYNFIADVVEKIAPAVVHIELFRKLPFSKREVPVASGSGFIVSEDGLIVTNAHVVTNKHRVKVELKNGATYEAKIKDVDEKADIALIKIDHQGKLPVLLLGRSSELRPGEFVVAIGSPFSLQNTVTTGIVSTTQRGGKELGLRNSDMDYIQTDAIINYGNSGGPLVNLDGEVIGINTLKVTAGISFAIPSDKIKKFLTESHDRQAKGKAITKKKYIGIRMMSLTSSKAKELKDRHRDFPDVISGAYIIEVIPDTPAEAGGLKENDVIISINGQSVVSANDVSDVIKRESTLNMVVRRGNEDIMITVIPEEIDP
# TCR-CD3 inh: human TCR-CD3 binding inhibition | hit rate 0.37% among 360,000 | TAMRA-labeled TCR probe fluorescence, biochemical | inhibition, % at 9.4 µM; in the data active means inhibition above about 19%;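 further: recombinant mutant TCR 2C K166C tagged with TAMRA read by polarization; 0% = receptor in buffer alone and 100% = receptor with positive control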
# LEDGF integ inh: blocks HIV-1 LEDGF/p75-dependent DNA integration; TR-FRET IN-LEDGF/p75 DNA integration, Eu/Cy5; hit rate 0.64% among 370,000; inhibition, % at 3.7 µM;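 active means inhibition above the screen-wide mean plus 3 SD, cut at about 13% in these data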;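 further: signal is the Cy5 over europium emission ratio at 671 and 618 nm; 0% = plate median of compound wells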
# PG9 Ab binder: binds the HIV-1 gp120 antibody PG9; TR-FRET gp120-PG9 antibody binding; inhibition, % at 6.7 µM; hit rate 0.43% among 360,000; in the data active means inhibition above about 8.5%
# Active calls of the source: *; / = not tested or not shown; & = joins results of further samples. This is a subset; rates above refer to the full screens.
SMILES,SIAE inh,PRMT1 FP inh,NR1D1 modulator,rCAG binder,TDP2 inh,ABHD4 inh,HTRA1 inh,TCR-CD3 inh,LEDGF integ inh,PG9 Ab binder
Cc1cccc(-n2nnc(C(=O)NCc3ccccn3)c2N)c1,-2,5,5,-2,4,-8,1,-4,5,0.8
Cc1c(N2CCCC2)cc2c(c1NC(=O)c1ccccc1Cl)C(C)(C)CC2(C)C,-7,-5,4,5,3,-65,-31,-1,3,1.9
CC(=O)Nc1ccc(S(=O)(=O)Nc2cccc(S(=O)(=O)N(C)c3ccccc3)c2)cc1,7,1,5,15,-2,-6,2,-4,-1,-2.0
CCCCCOC(=O)c1ccc(NC(=O)c2cccc(NC(=O)c3ccccc3C(=O)O)c2)cc1,-2,0,-1,4,-3,5,-38,4,-7,-2.5
COc1cccc(CN=c2c([N+](=O)[O-])nn(-c3ccccc3C)n2O)c1,-3,-2,-9,-3,1,-3,10,5,0,-0.8
COc1ccc(OC)c(NC(=O)C2CCCN(S(=O)(=O)c3c(C)nn(C)c3C)C2)c1 (stereo not given),-2,0,0,3,-4,5,10,4,3,1.4
CCC1(c2ccccc2)NC(=S)N(c2cccc(C)c2C)N1 (stereo not given),17*,2,-3,2,8,3,-4,-2,3,1.9
CC1(C)OC(=O)N(NCc2ccccc2)C1(C)O (stereo not given),-3,-4,-4,-3,-12,1,8,5,6,-1.1
C=CCNC(=S)Nc1ccc(Cl)cc1,6,-2,2,-2,-3,4,-1,-2,-4,-0.5
CCN(CC)S(=O)(=O)c1cc(C(=O)O)ccc1OC,7,1,-2,-2,-11,-3,3,-3,-2,-0.6
CCSc1nnc(NC(=O)C(C(F)(F)F)C(F)(F)F)s1,-7,3,1,2,-9,-5,-1,-2,5,2.9
CCN(CC)S(=O)(=O)c1cc(OCC(N)=O)c(C)cc1Cl,10,1,1,-2,2,-2,-1,2,0,-2.9

# In a second layout: entries from further up
CCN(CC)S(=O)(=O)c1cc(C(=O)O)ccc1OC
  SIAE inh: 7; PRMT1 FP inh: 1; NR1D1 modulator: -2; rCAG binder: -2; TDP2 inh: -11; ABHD4 inh: -3; HTRA1 inh: 3; TCR-CD3 inh: -3; LEDGF integ inh: -2; PG9 Ab binder: -0.6

CCSc1nnc(NC(=O)C(C(F)(F)F)C(F)(F)F)s1
  SIAE inh: -7; PRMT1 FP inh: 3; NR1D1 modulator: 1; rCAG binder: 2; TDP2 inh: -9; ABHD4 inh: -5; HTRA1 inh: -1; TCR-CD3 inh: -2; LEDGF integ inh: 5; PG9 Ab binder: 2.9

CCN(CC)S(=O)(=O)c1cc(OCC(N)=O)c(C)cc1Cl
  SIAE inh: 10; PRMT1 FP inh: 1; NR1D1 modulator: 1; rCAG binder: -2; TDP2 inh: 2; ABHD4 inh: -2; HTRA1 inh: -1; TCR-CD3 inh: 2; LEDGF integ inh: 0; PG9 Ab binder: -2.9

# (continued)
SMILES,SIAE inh,PRMT1 FP inh,NR1D1 modulator,rCAG binder,TDP2 inh,ABHD4 inh,HTRA1 inh,TCR-CD3 inh,LEDGF integ inh,PG9 Ab binder
CCOC(=O)c1c(NC(=O)C[n+]2ccccc2)sc2c1CCCC2,7,-3,2,10,0,6,3,7,0,1.1
COC(=O)c1cc(C#N)c(NCc2ccc(Cl)cc2Cl)nc1C,4,1,24*,1,10,0,-4,2,-1,-1.3
Cc1ccc(C(=O)Nc2ccccc2[N+](=O)[O-])cc1S(=O)(=O)N1CCOCC1,-5,-2,-1,-1,-3,-3,0,0,0,-1.8
Cc1ccc(-n2ncc(C(=O)NCC3CCN(C4CCCC4)C3)c2C2CCN(C(=O)OC(C)(C)C)CC2)cc1 (stereo not given),2,-4,-8,-3,0,5,-17,2,2,0.1
O=S(=O)(NCCc1csc(-c2ccccc2)n1)c1ccc2c(c1)OCCO2,-2,-2,-3,2,-8,-6,-6,13,1,0.4
O=C(O)c1cccn2c(=O)c3ccccc3nc12,-2,4,7,1,-3,0,3,-2,-2,1.1
Oc1c(Br)cc(/C=N/Nc2ccc(Cl)nn2)cc1Br,-11,11,-3,10,-10,25,28,2,0,-11
O=C(O)c1cncc(C#CCC2CCCCC2)c1,2,-2,-4,5,21,2,3,9,1,-1.5
CCC/C(O)=C1\C(=O)CC(C)(C)CC1=Nc1ccc(OC)cc1,-3,-6,11,-7,-7,-2,-10,5,2,-1.8
Cc1ccc(SCc2ccc(C(=O)Nc3ccccc3Br)cc2)cc1,-4,2,0,6,-12,-16,0,-8,-5,2.5
Cc1ccc(NC2c3ncccc3C(=O)N2Cc2ccco2)c(C)c1 (stereo not given),7,10,5,-2,17,4,1,1,20*,1.0
Cc1cccc2sc(NNC(=O)c3ccc4c(c3)OCCO4)nc12,-2,28*,-2,7,-4,20,20,6,0,0.2
Cc1ccc(Nc2nc(-c3sc(NC(=O)c4ccco4)nc3C)cs2)cc1,-7,4,1,28,4,4,7,-4,2,-3.6
COc1ccc(OCC(=O)NNC(=O)C(=O)Nc2cc(OC)ccc2OC)cc1,-1,1,4,13,2,7,-6,6,-3,-1.1
O=C(NN1CCCCC1)NN1CCCCC1,3,-1,6,1,9,0,/,-3,-1,0.5
CCCN1CCC(C(=O)NC(c2ccc(Cl)cc2)c2ccsc2)CC1 (stereo not given),1,-3,0,2,1,-2,/,-1,1,-0.7
CNC(=O)CSc1nnc(-c2ccco2)n1-c1ccc(C)cc1,9,-1,0,-1,-4,0,-4,0,4,-2.9
COc1ccc(N(CC(=O)NCCSc2ccccn2)S(C)(=O)=O)cc1,-8,2,-3,-5,12,4,4,-1,-1,2.1
CCCCOc1ccc(Cl)cc1Nc1nc(NCCO)nc(N2CCCC2)n1,-4,-2,0,4,-9,-1,-13,2,-1,2.1
CCOc1ccc(NC2=C(OC)C(=O)c3ccccc3C2=O)cc1,6,4,6,4,26*,4,32,-12,6,-14
O=[N+]([O-])c1ccc(Cl)c(S(=O)(=O)Nc2cccc(-c3ccc(N4CCCC4)nn3)c2)c1,3,1,-6,47*,-5,2,-7,-5,-6,-1.4
CCCCNC(=O)CSc1nccn1Cc1ccccc1,-8,-4,-6,-6,3,0,-4,2,0,2.3
C/C(=N\Nc1nc(N)cc(Cl)n1)c1cccc(N)c1,8,0,0,5,14,14,1,4,3,-1.2
Cc1ccccc1OCC(=O)N1CCc2ccccc2C1,2,-3,4,-2,8,-8,-1,7,-1,-1.4
C[C@H](NS(=O)(=O)c1ccc2c(c1)OCCCO2)C(=O)N1CCN(Cc2ccccc2)CC1,5,-3,-5,-8,5,2,0,9,-2,-0.8
CCc1ccc(N2C(=O)CN(Cc3ccc(OC)c(OC)c3)C2=S)cc1,-8,1,-4,-1,8,1,-7,-2,-1,-2.3
Cc1ccccc1OCC(=O)NN1C(=O)C2C3C=CC(O3)C2C1=O (stereo not given),-1,15,1,2,-2,-1,2,5,1,0.0
Cc1ccc(O)c(C(C)c2c[nH]c3ccccc23)c1 (stereo not given),-3,4,3,4,-2,-12,/,/,-2,/
CC(C)CC(N)c1csc(Nc2ccc(C(F)(F)F)cn2)n1 (stereo not given),-4,2,-7,13,2,11,/,1,8,-0.7
COc1ccccc1OCCn1cc(/C=N/NC(N)=S)c2ccccc21,15,9,-2,5,1,6,7,4,-2,-2.0
CC(C)CC(NC(=O)OC(C)(C)C)c1cn([C@@H](Cc2cc3ccccc3[nH]2)C(=O)N2CCN(C(=O)OC(C)(C)C)CC2)nn1 (stereo not given in full),-10,-1,-7,2,2,8,-27,1,0,0.4
CC1(C)CC(c2nc(-c3ccc(Cl)cc3)cs2)CCS1 (stereo not given),-2,-1,3,-1,-11,7,2,2,-1,-1.0
Cc1cc(NCc2ccco2)nc(N2CCC(C(=O)NC3CCCCC3)CC2)n1,5,-3,-4,-12,-13,0,3,4,2,-0.7
CN(Cc1ccccc1)C(=O)COC(=O)c1cc(NS(=O)(=O)c2cccs2)ccc1O,6,3,3,12,7,3,-1,-6,-1,1.9
COc1ccc(NC(=O)NCCCN2CCCCC2C)cc1 (stereo not given),3,-2,-4,-2,2,8,-9,-3,5,2.2
Clc1cccc(-c2nc3c4ccccc4ccn3c2Cc2ccsc2)c1,-9,9,-2,7,-10,-18,/,-7,-4,-2.0

# An excerpt of these results, with bars between the fields.
structure | SIAE inh | PRMT1 FP inh | NR1D1 modulator | rCAG binder | TDP2 inh | ABHD4 inh | HTRA1 inh | TCR-CD3 inh | LEDGF integ inh | PG9 Ab binder
CC(C)CC(N)c1csc(Nc2ccc(C(F)(F)F)cn2)n1 (stereo not given) | -4 | 2 | -7 | 13 | 2 | 11 | / | 1 | 8 | -0.7
COc1ccccc1OCCn1cc(/C=N/NC(N)=S)c2ccccc21 | 15 | 9 | -2 | 5 | 1 | 6 | 7 | 4 | -2 | -2.0
CC(C)CC(NC(=O)OC(C)(C)C)c1cn([C@@H](Cc2cc3ccccc3[nH]2)C(=O)N2CCN(C(=O)OC(C)(C)C)CC2)nn1 (stereo not given in full) | -10 | -1 | -7 | 2 | 2 | 8 | -27 | 1 | 0 | 0.4
CC1(C)CC(c2nc(-c3ccc(Cl)cc3)cs2)CCS1 (stereo not given) | -2 | -1 | 3 | -1 | -11 | 7 | 2 | 2 | -1 | -1.0
Cc1cc(NCc2ccco2)nc(N2CCC(C(=O)NC3CCCCC3)CC2)n1 | 5 | -3 | -4 | -12 | -13 | 0 | 3 | 4 | 2 | -0.7
CN(Cc1ccccc1)C(=O)COC(=O)c1cc(NS(=O)(=O)c2cccs2)ccc1O | 6 | 3 | 3 | 12 | 7 | 3 | -1 | -6 | -1 | 1.9

# More records:
SMILES,SIAE inh,PRMT1 FP inh,NR1D1 modulator,rCAG binder,TDP2 inh,ABHD4 inh,HTRA1 inh,TCR-CD3 inh,LEDGF integ inh,PG9 Ab binder
CC(C)NCC(O)COc1ccc(COCCOC(C)C)cc1 (stereo not given),-3,0,-3&8,0,2,0,0,-6,0,0.4
COC(=O)c1c(-c2snnc2C)n[nH]c1C,-10,5,-4,-4,-8,-7,9,-6,-3,-1.0
O=C(Nc1ccc2c(c1)OCO2)C1CCCCC1,1,0,-4,-1,9,-4,5,9,0,-3.7
O=C1CCC2CN3CCc4c([nH]c5ccccc45)C3CC2C1 (stereo not given),5,7,-1,-2,-8,3,14,-1,7,0.2
O=[N+]([O-])c1ccc(N2CCOCC2)cc1O,2,2,4,2,2,5,5,4,-2,-1.0
O=C(Nc1nc(-c2ccccn2)cs1)c1ccc([N+](=O)[O-])o1,8,0,-6,23,-23,8,-3,-6,-14,-3.3
Cn1cc(SCC(=O)Nc2ccc3c(c2)OCO3)c2ccccc21,2,-2,-7,3,5,1,-3,1,0,-0.5
CC1(C)OC(=O)C2=C(C[C@@H](C3CCCCC3)O[C@@H]2c2ccc(Cl)cc2)O1,3,-2,2,2,-9,-9,/,-8,6,-0.1
Cc1ccc2c(c1)N(CC(=O)Nc1ccccc1F)C(=O)CO2,-8,-1,-3,-2,-3,1,0,-3,-1,-0.4

# Compound activity (PubChem BioAssay)
